Autophagy mod: autophagy modulators in MEF cells, primary screen, imaging, high-content, MEF GFP-LC3; AID 463193, 2010; MEF GFP-LC3 puncta imaging; test concentration mostly 10 µM; actives 0.98% (n = 190,000); calls only at 10 µM (by protocol);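 active means percentage of spot-positive cells more than 3 SD above its plate mean, without a fluorescence outlier flag or 80% toxicity; inconclusive means no clear call, values can overlap the other calls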;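 further: spot-positive cell cutoff set from DMSO-treated cells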
RSV antiviral HEp-2: RSV antiviral activity via CPE protection, HEp-2 cells, primary 10 µM value included (AID 2391) | HEp-2 cells, RSV-induced CPE inhibition; higher % means a stronger effect | CPE inhibition, % at 10 µM, or IC50 in µM where a hit was titrated | actives 0.13% (n = 310,000); in the data active means a potency from the dose series; inconclusive means CPE inhibition mostly from about 23% at the one dose, without a potency; inactive means the rest, 99 in 100 with CPE inhibition below about 21%; further: strong numbers were not always called active
NS5 inhibitors: Dengue-2 NS5 methyltransferase inhibitors, primary screen, biochemical, confirmation dose response (AID 588689). Genome polyprotein (Dengue virus type 2 (strain 16681-PDK53)). one-dose inhibition, % at 25 µM; IC50 in µM for titrated hits. Dengue-2 NS5 methyltransferase capping enzyme assay, biochemical; higher % means a stronger effect. actives 0.3% (n = 340,000); in the data active means a potency from the dose series; inconclusive means inhibition above about 29% without an active follow-up result
GPR35 arrestin U2OS: GPR35 antagonists blocking zaprinast-driven arrestin recruitment, primary screen, imaging, U2OS, beta-arrestin-GFP, zaprinast agonist (AID 2058); G-protein coupled receptor 35 (Homo sapiens); U2OS GPR35 beta-arrestin-GFP translocation imaging, zaprinast antagonism; higher % means a stronger effect; one-dose inhibition, % at 10 µM; IC50 in µM for titrated hits; actives 0.052% (n = 290,000);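 active means inhibition of at least 50% with at least 30 cells and total cytoplasm GFP at most 10,000,000; inconclusive means under 30 cells or total GFP of 10,000,000 plus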
NTR1 ag: agonists of NTR1, primary screen, imaging, U2OS cells, beta-arrestin-GFP, high content (AID 493036). Neurotensin receptor type 1 (Homo sapiens), P30989. NTR1-U2OS beta-arrestin-GFP spot imaging, agonist mode. activation, % at 20 µM. actives 0.17% (n = 330,000);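 active means activation at or above 40% of the spot to cytoplasm intensity ratio, with at least 20 cells analyzed; inconclusive means wells under 20 cells, flagged as cytotoxic or low count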;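 further: 0% = DMSO without peptide and 100% = 100 nM NTR1 peptide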
Target sequence (P30989 whole entry, looked up): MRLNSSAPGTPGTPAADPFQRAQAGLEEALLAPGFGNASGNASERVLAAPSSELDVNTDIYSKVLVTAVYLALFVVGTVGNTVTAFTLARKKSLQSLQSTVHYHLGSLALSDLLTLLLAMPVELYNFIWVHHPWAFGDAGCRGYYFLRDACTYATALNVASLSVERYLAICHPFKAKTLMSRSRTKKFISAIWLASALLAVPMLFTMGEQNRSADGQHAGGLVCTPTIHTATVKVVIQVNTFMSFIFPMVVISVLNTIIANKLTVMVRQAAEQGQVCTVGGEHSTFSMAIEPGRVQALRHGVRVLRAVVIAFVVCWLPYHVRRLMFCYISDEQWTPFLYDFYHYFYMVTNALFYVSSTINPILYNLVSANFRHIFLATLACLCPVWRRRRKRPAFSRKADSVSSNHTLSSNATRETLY
UTI89 phage lysis: inhibition of K1F phage lysis, E. coli UTI89, bacterial capsule biogenesis inhibitors, alamar blue (AID 488966); E. coli UTI89 K1F phage lysis, alamar blue, 2 h; higher % means a stronger effect; actives 0.02% (n = 340,000); inhibition, % at 100 µM; hits with a dose series show IC50 in µM;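 active means phage lysis inhibition, versus mean bacterial control, above a set limit; inconclusive means no clear call, values can overlap the other calls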;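 further: capsule biogenesis inhibitors block K1F phage lysis so surviving cells raise fluorescence; higher fluorescence means more inhibition of phage lysis; actives were called in the ten point dose series up to 300 µM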
LYP phosphatase: inhibitors of LYP phosphatase, biochemical, fluorescence intensity, uHTS (AID 1779); Tyrosine-protein phosphatase non-receptor type 22 (Homo sapiens); recombinant LYP phosphatase, fluorescence intensity; higher % means a stronger effect; inhibition, % at 11.5 µM; hits with a dose series show IC50 in µM; actives 0.054% (n = 290,000); in the data active means inhibition above about 50%;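 further: plate controls were vehicle with enzyme for no effect and no enzyme for full effect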
AID2073: inhibitors of Mint1-CaV2.2 protein interaction, biochemical, HTRF (AID 2073); Voltage-dependent N-type calcium channel subunit alpha-1B (Homo sapiens); HTRF protein-protein interaction, Mint1-CaV2.2; higher % means a stronger effect; inhibition, % at 20 µM; hits with a dose series show IC50 in µM; actives 0.19% (n = 290,000); in the data active means inhibition mostly above about 51%, no sharp cut-off; inconclusive means no clear call, values can overlap the other calls; inactive means mostly below about 53%; further: some results filed as inactive read as strong as hits
WT yeast gro inh: growth inhibition of WT strain, primary screen, mitochondrial fusion inhibitor project, WT and mutant strains, chemical genetic; mitochondrial fusion phenotypic screen; inhibition, % at 10 µM; actives 2.1% (n = 190,000); AID 1362, 2008; in the data active means inhibition above about 58%; tested in S. cerevisiae
WT yeast gro inh mutant strain: recorded beside WT yeast gro inh, whose call it bears; inhibition, %; mitochondrial fusion phenotypic screen, mutant strain inhibition
Autophagy mod cell loss 18 h: second read-out of Autophagy mod, no call of its own (marks repeat the call); toxicity, %; measured here: cell loss, nuclei count;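 cell loss after 18 h compound exposure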
NTR1 ag cell count 20 µM: recorded beside NTR1 ag, whose call it bears; cell count; measured here: cell count, cytotoxicity flag
NS5 inhibitors pilot replicate: further read-out of NS5 inhibitors, marked with its call; inhibition, %; measured here: pilot screen replicate inhibition
Active calls of the source: *; i = inactive; ? = inconclusive; · = no result given; [ ] = another dose, or the depositor's remark. Compounds as they come. Share with any hit: about 2.6%.

SMILES	Autophagy mod	Autophagy mod cell loss 18 h	RSV antiviral HEp-2	NS5 inhibitors	GPR35 arrestin U2OS	NTR1 ag	NTR1 ag cell count 20 µM	UTI89 phage lysis	LYP phosphatase	AID2073	WT yeast gro inh	WT yeast gro inh mutant strain	others
C/C(=N\NC(=S)NCc1ccccc1)c1ccc2ccccc2c1	i	-13.7	?	0.3%	-2.4%	13.2	78	0.4%[50 µM]	3.6%	-0.1%	64.4*	56.5*
C=CCn1c(=O)c2c(nc3n2CCCN3CCc2ccc(OC)c(OC)c2)n(C)c1=O	·	·	1.0%	-5.2%	11.3%	0.7	98	1.7%[50 µM]	-9.7%	7.8%	·	·
O=c1oc2ccc([N+](=O)[O-])cc2c(N2CCOCC2)c1[N+](=O)[O-]	i	-2.1	-0.4%	·	-4.3%	-0.8	36	·	2.1%	7.1%	-10.6	7.6
c1ccc2oc(SCc3cn4ccccc4n3)nc2c1	i	-1.0	7.0%	-2.8%	6.0%	0.0	33	0.5%	0.7%	13.7%	28.0	29.6
Cc1ccc(C)n1-n1c(C)nc2scc(-c3ccccc3)c2c1=O	i	7.4	-2.1%	3.3%	5.3%	-2.7	95	-2.1%	-0.3%	-7.6%	30.7	90.5
NNc1nnnc2c1sc1nc(N3CCOCC3)c3c(c12)CCCC3	·	·	2.3%	·	-5.9%	5.0	46	·	-1.3%	21.1%	·	·
CCC(C)[C@H](NC(=O)NCc1ccc(OC)c(OC)c1)C(=O)O (some centres undefined)	·	·	-0.4%	-4.6%	3.6%	0.6	65	0.1%	-4.6%	1.7%	·	·
COc1cc(-c2n[nH]c(=S)n2-c2cccc(C(F)(F)F)c2)cc(OC)c1OC	i	-0.2	0.4%	-1.3%	8.8%	-0.6	39	1.6%[50 µM]	-3.4%	-24.2%	-22.2	-17.9
Cc1ccc(NC(=O)Cc2ccc3c(c2)CCCC3)cc1C	i	18.6	5.1%	-0.7%	2.8%	4.1	63	0.1%	4.7%	-17.6%	19.3	12.9
Nc1nc(-c2ccc([N+](=O)[O-])cc2)cs1	i	4.3	3.5%	4.5%	8.6%	-0.7	83	0.1%	-4.2%	35.7%	9.2	3.0
CC1CN(C(=O)c2cccs2)CCN1C(=O)c1cccs1 (centres undefined)	i	1.7	1.5%	0.0%	12.6%	-2.0	49	0.1%	-13.5%	0.2%	-5.8	10.2
COc1cccc2[nH]c(C(=O)NCCc3ccccc3)cc12	·	·	1.9%	1.3%	-9.3%	0.1	88	2.0%[50 µM]	-4.4%	26.0%	·	·
CC1CCCC/C1=N/Nc1ccc([N+](=O)[O-])cc1[N+](=O)[O-] (centres undefined)	?	·	3.9%	-7.7%	1.8%	4.9	29	1.7%	-5.2%	-12.4%	13.1	1.7
N#Cc1ccc(-c2ccc(F)cc2)nc1Oc1ccccc1	i	-24.6	3.1%	-0.7%	-7.2%	2.1	87	0.0%	-1.3%	-7.0%	53.7	1.0
CCCc1cc(=O)[nH]c(Nc2ccc3c(c2)OCCO3)n1	i	9.6	0.0%	8.2%	-2.3%	0.3	30	2.2%	-3.7%	-1.4%	-0.2	6.1

4 entries picked at random from the list so far:
SMILES	Autophagy mod	Autophagy mod cell loss 18 h	RSV antiviral HEp-2	NS5 inhibitors	GPR35 arrestin U2OS	NTR1 ag	NTR1 ag cell count 20 µM	UTI89 phage lysis	LYP phosphatase	AID2073	WT yeast gro inh	WT yeast gro inh mutant strain	others
COc1cccc2[nH]c(C(=O)NCCc3ccccc3)cc12	·	·	1.9%	1.3%	-9.3%	0.1	88	2.0%[50 µM]	-4.4%	26.0%	·	·
CC1CCCC/C1=N/Nc1ccc([N+](=O)[O-])cc1[N+](=O)[O-] (centres undefined)	?	·	3.9%	-7.7%	1.8%	4.9	29	1.7%	-5.2%	-12.4%	13.1	1.7
Cc1ccc(C)n1-n1c(C)nc2scc(-c3ccccc3)c2c1=O	i	7.4	-2.1%	3.3%	5.3%	-2.7	95	-2.1%	-0.3%	-7.6%	30.7	90.5
Cc1ccc(NC(=O)Cc2ccc3c(c2)CCCC3)cc1C	i	18.6	5.1%	-0.7%	2.8%	4.1	63	0.1%	4.7%	-17.6%	19.3	12.9

Additional structures
SMILES	Autophagy mod	Autophagy mod cell loss 18 h	RSV antiviral HEp-2	NS5 inhibitors	GPR35 arrestin U2OS	NTR1 ag	NTR1 ag cell count 20 µM	UTI89 phage lysis	LYP phosphatase	AID2073	WT yeast gro inh	WT yeast gro inh mutant strain	others
COC(=O)Cc1ccc(NC(C)=O)cc1	·	·	0.2%	-1.6%	·	-0.8	57	0.0%	·	·	·	·
COc1ccccc1-c1c(C)nn2c(N3CCC4(CC3)OCCO4)cc(C)nc12	i	-1.2	-0.8%	1.4%	-6.3%	0.2	48	0.2%	0.1%	7.7%	12.3	27.8
Cc1ccc(S(=O)(=O)NC(=O)Nc2c(C)cccc2C)cc1	·	·	1.6%	-3.2%	-7.6%	0.5	61	0.2%	-6.0%	8.0%	·	·
O=C(Nc1ccc(Cl)cc1C(=O)NCc1cccnc1)c1ccc(Cl)cc1Cl	i	-0.6	-0.4%	-4.8%	4.5%	3.9	67	2.2%	2.2%	4.3%	-29.5	-17.8
CC(C)CCNC(=O)CCc1nnc(COc2ccccc2)o1	i	-12.2	·	5.3%	3.9%	·	·	0.1%	-7.6%	1.3%	4.2	3.1
CCOc1ccc(N2CC(=O)N/C2=N\c2nc(C)cc(C)n2)cc1	i	-18.0	0.0%	-3.4%	0.0%	-0.9	52	-0.1%	-9.9%	-8.4%	-12.7	13.0
CC(=O)Nc1ccc(OCC(O)Cn2ccnc2)cc1 (centres undefined)	i	-5.5	0.0%	5.4%	-3.8%	2.7	62	0.1%	-1.8%	1.6%	-13.4	-7.7
COc1cccc(CN2CCN(CC(=O)Nc3ccccc3Cl)CC2)c1	i	25.1	1.4%	-2.1%	3.6%	0.3	43	6.6%[50 µM]	-8.7%	-9.0%	-3.5	8.6
CN1C(=S)N(c2ccccc2)C(=O)/C1=C/c1cccs1	i	2.8	3.3%	-4.2%	-9.0%	11.9	60	1.2%[50 µM]	-2.4%	-7.8%	9.3	14.0
CCCCCn1c(N2CCC(Cc3ccccc3)CC2)nc2c1c(=O)[nH]c(=O)n2C	i	5.7	-1.9%	-1.4%	·	40.9*	89*	-0.3%	·	·	88.5*	37.2*
O=C(CCC(=O)NC1CCCCC1)NCc1ccc(F)cc1	·	·	0.5%	0.7%	-11.1%	-1.8	63	0.0%	-12.2%	-2.4%	·	·	NS5 inhibitors pilot replicate=-1.8
Cc1ccc(-n2c(SCC(=O)NCCN3C(=O)CSC3=O)nnc2-c2ccccc2)cc1C	i	1.8	1.6%	2.2%	-2.9%	-2.1	47	1.3%	-5.0%	5.4%	12.4	4.4
COc1ccccc1NC(=O)c1ccc2nc(-c3ccccc3)c(-c3ccccc3)nc2c1	i	7.0	2.0%	-41.3%	-8.0%	3.2	95	-2.1%	1.2%	28.8%	-9.9	-12.8
CCOC(=O)C1CCCCN1Cc1ccc(-c2ccccc2)cc1 (centres undefined)	·	·	5.6%	-1.9%	-2.5%	2.1	52	0.3%	-7.1%	15.7%	·	·
O=S1(=O)CCC(n2nccc2-c2ccccc2)C1 (centres undefined)	·	·	1.0%	-1.3%	-16.2%	-1.1	98	0.1%	-6.2%	-2.9%	·	·
COc1cc2ccccc2cc1C(=O)N1CCN(C(C)=O)CC1	·	·	0.6%	1.9%	-9.2%	2.9	65	0.3%	-3.4%	1.2%	·	·
O=C(COC(=O)c1ccc(F)cc1)Nc1ccc(Cl)cn1	·	·	-0.1%	-5.4%	14.5%	1.7	65	2.0%[50 µM]	-6.0%	12.6%	·	·
Fc1ccc(C2=Nn3c(Cc4ccccc4)nnc3SC2)cc1	i	-6.7	-0.5%	-0.7%	20.6%	-0.2	55	2.1%	0.6%	-5.5%	12.4	-4.6
Cc1ccc(NC(=O)NC(=O)N(c2ccccc2)S(C)(=O)=O)cc1	i	2.2	0.8%	-4.0%	-9.0%	-0.8	89	0.3%	-1.8%	-1.5%	-16.6	-3.4
CCOC(=O)c1cn2nc(-c3ccc(OC)cc3)cc2nc1C1CCN(C(=O)OC(C)(C)C)CC1	i	-2.0	7.7%	-2.3%	-5.8%	-0.6	80	0.2%	6.2%	24.9%	24.3	-7.5
COc1ccccc1CN1CC(C(=O)NCc2nccn2C)CCC1=O (centres undefined)	·	·	1.0%	-0.9%	16.4%	-0.5	74	0.1%	-4.3%	-7.5%	·	·
CN1CCc2c(sc3c2c(NCc2ccco2)nc2nnnn23)C1	i	-0.9	4.0%	-1.6%	-5.8%	-1.9	92	-0.1%	-9.2%	11.1%	31.7	43.8
S=C(NCCc1ccccc1)NN=C1CCCCCC1	i	5.2	0.4%	-3.0%	14.0%	4.6	55	0.1%	-8.7%	-8.7%	65.7*	54.8*
CCCc1cc(C(=O)NNC(=S)NC2CCCCC2)cs1	·	·	14.2%	-0.3%	-0.6%	0.5	61	0.3%	-7.4%	-6.7%	·	·
O=C(CCC(=O)Nc1nnc(C2CCCCC2)s1)Nc1ccccc1	·	·	-0.2%	-5.3%	-13.5%	0.6	63	0.4%	-2.6%	9.9%	·	·
CC(=O)NC1=NN(C(C)=O)C2(S1)C(=O)N(C(C)C)c1ccc(C)cc12 (centres undefined)	i	-16.2	1.1%	2.8%	-2.8%	0.1	53	4.0%	-1.7%	-0.8%	24.4	2.5
CN(C)S(=O)(=O)c1ccc(NC(=O)CN2CCN(c3ccccn3)CC2)cc1	·	·	3.3%	-7.8%	3.6%	-0.7	50	0.1%	-2.5%	19.6%	·	·
NS(=O)(=O)c1ccc(NCc2ccccc2OCc2ccccc2F)cc1	i	-19.1	6.1%	1.4%	-0.5%	2.7	43	-0.1%[50 µM]	-6.6%	0.2%	0.0	-2.5
CCCNC(=S)Nc1ccc2nc(-c3ccccn3)c(-c3ccccn3)nc2c1	i	1.5	1.0%	25.2%	7.0%	2.1	102	-0.3%	-2.8%	10.1%	72.1*	5.3*	NS5 inhibitors pilot replicate=13.2
Cc1ccccc1C(=O)N/N=C/c1ccncc1	i	-19.9	-0.2%	4.1%	2.2%	0.0	93	0.8%	-6.1%	-3.1%	1.7	-10.5
CC(C)n1nc(C(=O)Nc2cccc(S(=O)(=O)N3CCOCC3)c2)c2ccccc2c1=O	·	·	3.7%	-7.7%	·	3.8	69	0.5%[50 µM]	·	·	·	·
CC(=O)Nc1nc(N(C)C)nc(N(C)C)n1	i	2.6	1.6%	-3.0%	10.3%	-1.1	45	0.2%	0.8%	1.1%	-15.5	-8.3
